# Bioassay records from PubChem BioAssay.
# HePTP inh – inhibitors of human HePTP phosphatase, primary screen, biochemical, absorbance, leukemia target. recombinant HePTP phosphatase activity, OD absorbance. inhibition, % at 20 µM. 110,000 tested, 0.64% active. AID 521, 2006; in the data active = inhibition above about 50%;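 also: plate controls were vehicle for no effect and reference inhibitor for full effect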
# Target sequence (P35236 whole entry, looked up): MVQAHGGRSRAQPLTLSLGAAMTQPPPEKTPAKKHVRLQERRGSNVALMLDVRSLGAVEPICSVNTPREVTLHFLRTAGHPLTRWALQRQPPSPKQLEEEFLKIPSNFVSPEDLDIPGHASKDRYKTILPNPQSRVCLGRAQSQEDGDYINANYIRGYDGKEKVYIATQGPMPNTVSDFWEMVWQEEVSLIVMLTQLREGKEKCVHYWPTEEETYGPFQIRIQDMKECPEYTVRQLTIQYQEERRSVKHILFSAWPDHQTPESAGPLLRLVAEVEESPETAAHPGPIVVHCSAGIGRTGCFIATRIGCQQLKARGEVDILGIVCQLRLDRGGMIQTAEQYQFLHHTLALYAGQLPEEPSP
# BAP1 block – inhibitors of BAP1 deubiquitinase, primary screen, biochemical, Ub-AMC fluorescence, kinetic | recombinant BAP1, Ub-AMC hydrolysis fluorescence kinetic; hits give low values | 72,000 tested, 0.48% active | activity remaining (% of control), % at 20 µM | AID 436, 2006;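 active = activity remaining at or below 50% of control, provided the compound also passes the data quality filters; inactive = the rest, including low values that fail the filters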;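 also: 100% = DMSO wells rate and 0% = substrate alone blank rate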
# Target sequence (Q92560 whole entry, looked up): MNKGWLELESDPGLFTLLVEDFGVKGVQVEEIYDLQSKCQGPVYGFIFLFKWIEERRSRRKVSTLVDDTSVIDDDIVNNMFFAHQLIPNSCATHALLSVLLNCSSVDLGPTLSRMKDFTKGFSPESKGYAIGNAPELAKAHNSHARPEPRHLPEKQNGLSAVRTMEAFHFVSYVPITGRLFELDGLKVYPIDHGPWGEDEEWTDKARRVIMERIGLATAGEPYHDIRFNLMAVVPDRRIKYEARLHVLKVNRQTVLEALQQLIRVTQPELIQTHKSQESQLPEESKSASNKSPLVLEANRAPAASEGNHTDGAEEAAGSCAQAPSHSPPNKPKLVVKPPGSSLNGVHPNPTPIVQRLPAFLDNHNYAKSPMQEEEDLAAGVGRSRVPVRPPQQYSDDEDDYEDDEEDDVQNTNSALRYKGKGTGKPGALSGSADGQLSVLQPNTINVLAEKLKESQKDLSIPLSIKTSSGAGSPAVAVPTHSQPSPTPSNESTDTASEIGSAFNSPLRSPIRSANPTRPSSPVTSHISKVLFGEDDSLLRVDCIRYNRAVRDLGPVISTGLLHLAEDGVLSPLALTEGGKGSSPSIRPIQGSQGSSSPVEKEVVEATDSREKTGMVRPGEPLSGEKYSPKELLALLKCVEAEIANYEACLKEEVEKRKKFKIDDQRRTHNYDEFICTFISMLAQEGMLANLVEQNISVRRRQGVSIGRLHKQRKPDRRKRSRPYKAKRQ
# Numbers without * were called inactive; . = no result given; & = joins results of further samples.
HePTP inh | BAP1 block | SMILES
10 | . | O=C(N/N=C/C=C/c1ccccc1[N+](=O)[O-])c1cc(-c2ccccc2)n[nH]1
4 | 101 | O=C(Nc1ccccc1)C1CC=CCC1C(=O)OCC1CCCO1 (configuration not stated)
-8 | 88 | COc1ccc(CC(C)N2CCN(Cc3ccccc3)CC2)c(OC)c1 (configuration not stated)
6 | . | COC(=O)C1=NNC2C(=O)N(Cc3ccccc3)C(=O)C12 (configuration not stated)
-25 | . | CC(C)C(=O)N1CCN(c2ccc(F)cc2)CC1
0 | . | O=C(O)c1cc(NC(=O)c2ccc(I)cc2)cc(C(=O)O)c1
5 | . | COC(=O)C1=C(C)N(CC2CCCO2)C(=O)/C1=C\c1ccc([N+](=O)[O-])cc1 (configuration not stated)
13 | . | C=CCC1(C#N)C(SC)=NC2=C(C(=O)CC(C)(C)C2)C1c1ccccc1 (configuration not stated)
104* | . | COc1ccc(OC)c(NC(=S)NC(NC(=O)c2ccccc2Cl)C(Cl)(Cl)Cl)c1 (configuration not stated)
-10 | . | CCOC(=O)C(CCCOc1ccccc1F)C(=O)OCC
3 | . | COc1ccc(OC)c(C(=O)c2coc3ccc(O)c(CN(C)C)c23)c1
-1 | . | COC(=O)c1ccc(/C=C2\C(=O)NC(=O)N(c3cc(C)cc(C)c3)C2=O)cc1
1 | 119 | CCN1CCN(c2ncc(C(=O)Nc3ccccc3C(=O)OC)c3ccccc23)CC1
8 | 104 | CC(OC(=O)c1nn(C)c(=O)c2ccccc12)C(=O)NCc1ccc2c(c1)OCO2 (configuration not stated)
-4 | 104 | CCSc1ncc(C#N)c(=O)[nH]1
-7 | . | COCc1cc(=O)n2[nH]c(-c3ccc(Br)cc3)cc2n1
-17 | . | CCOC(=O)COc1cc(C)c2c(=O)c(-c3nc(C)cs3)coc2c1
4 | . | c1ccc2sc(SCSc3nc4ccccc4s3)nc2c1
-8 | . | COc1ccc(NC(=O)CN(c2c(C)n(C)n(-c3ccccc3)c2=O)S(=O)(=O)c2ccccc2)cc1
1 | . | COc1cc2[nH]c(=O)n(CCC(=O)NCc3cccnc3)c(=O)c2cc1OC
6 | 103 | CC(C)OCCCNC(=O)C1CC(=O)N(C2CCCCCCC2)C1 (configuration not stated)
-5 | 102 | O=C(NCc1ccco1)c1cc(-c2ccc(F)cc2)on1
-6 | . | COc1cccc(/C=N/Nc2nc(C)cc(=O)[nH]2)c1O
9 | 83 | CCc1nc(CNC(=O)c2cc(OC)c(OC)c(OC)c2)no1
-6 | . | CC(C)COc1ccc(C(=O)Nc2ccc([N+](=O)[O-])cc2Cl)cc1

# Sorted by the number under HePTP inh (ascending): some entries from above
HePTP inh | BAP1 block | SMILES
-25 | . | CC(C)C(=O)N1CCN(c2ccc(F)cc2)CC1
-8 | 88 | COc1ccc(CC(C)N2CCN(Cc3ccccc3)CC2)c(OC)c1 (configuration not stated)
-6 | . | COc1cccc(/C=N/Nc2nc(C)cc(=O)[nH]2)c1O
4 | . | c1ccc2sc(SCSc3nc4ccccc4s3)nc2c1
5 | . | COC(=O)C1=C(C)N(CC2CCCO2)C(=O)/C1=C\c1ccc([N+](=O)[O-])cc1 (configuration not stated)
6 | 103 | CC(C)OCCCNC(=O)C1CC(=O)N(C2CCCCCCC2)C1 (configuration not stated)

# (cont.)
HePTP inh | BAP1 block | SMILES
-4 | 101 | COc1ccc(C(=O)O)cc1S(=O)(=O)NCCCN1CCCC1=O
2 | 99 | O=C(NC(C(=O)c1ccccc1)N1CCOCC1)c1cccs1 (configuration not stated)
4 | . | COc1cccc(C2Nc3ccccc3NC3=C2C(=O)CC(c2ccccc2Cl)C3)c1OC (configuration not stated)
-5 | 94 | CC(=O)c1ccc(OCC(O)CN2CCN(Cc3ccccc3)CC2)cc1 (configuration not stated)
-1 | . | Cc1c(C(=O)N2CCCCC2)sc(NC(=O)Cc2ccccc2)c1C#N
9 | . | CCCC(=O)NC(c1ccc(Cl)cc1)c1ccc2cccnc2c1O (configuration not stated)
2 | 87 | CCc1ccccc1S(=O)(=O)Cc1ccc(C(=O)N2CCN(c3ccccc3OC)CC2)o1
-1 | 94 | Cc1cccc(NC(=O)c2cc3ccccc3c(=O)o2)n1
3 | 72 | CCCc1nc(SCC(=O)NCc2ccc3c(c2)OCO3)c2c(=O)n(C)c(=O)n(C)c2n1
-14 | . | O=c1/c(=C/c2ccc(C(F)(F)F)cc2)sc2nc3ccccc3n12
6 | 86 | COc1ccc2[nH]c3nc(SC(C)C)nnc3c2c1
2 | . | COc1ccc(Cl)cc1NC(=O)c1cc(-c2cccs2)nc2ccccc12
0 | . | CCCCNC(=O)CCC(=O)NN(C)C
2 | . | Clc1ccc(N2CCN(/N=C/c3ccc(Cl)cc3Cl)CC2)cc1
8 | 55 | Cc1ccc2cc(C(c3nnnn3CC3CCCO3)N3CCCC4(CCCCC4)C3)c(=O)[nH]c2c1 (configuration not stated)
-7 | 89 | CCn1cc(C(=O)N2CC(C)CC(C)C2)c(=O)c2cc(S(=O)(=O)N(C)C)ccc21 (configuration not stated)
-5 | 117 | COC(=O)c1ccc(Cn2c(CN3CCOCC3)nc3ccccc3c2=O)o1
6 | 100 | Cc1cccc(-n2c(SCC(=O)N3CCCC3)nnc2-c2ccccn2)c1C
-10 | . | O=C1c2cccc3cccc(c23)C(=O)N1c1ccc(Br)cn1
-11 | . | COc1ccccc1CNC(=O)c1cccc(F)c1
-10 | . | Cc1nccn1-c1c([N+](=O)[O-])c(=O)n(C)c2ccccc12
4 | 96 | O=C(CSc1nnc(CNC(=O)c2ccccc2F)o1)Nc1ccc2c(c1)OCCO2
7 | . | O=C(COc1ccc(-c2ccccc2)cc1)NCc1ccco1
10 | 99 | CCCc1cc(N2CCCC(C(=O)NCC)C2)n2ncnc2n1 (configuration not stated)
2 | 91 | Cc1cc(Nc2ccc(F)c(Cl)c2)n2nc(C)nc2n1

# Marked active in HePTP inh, of those listed so far:
HePTP inh | BAP1 block | SMILES
104* | . | COc1ccc(OC)c(NC(=S)NC(NC(=O)c2ccccc2Cl)C(Cl)(Cl)Cl)c1 (configuration not stated)

# Sorted by length of the SMILES (ascending): 3 of the compounds above
HePTP inh | BAP1 block | SMILES
-1 | . | Cc1c(C(=O)N2CCCCC2)sc(NC(=O)Cc2ccccc2)c1C#N
13 | . | C=CCC1(C#N)C(SC)=NC2=C(C(=O)CC(C)(C)C2)C1c1ccccc1 (configuration not stated)
104* | . | COc1ccc(OC)c(NC(=S)NC(NC(=O)c2ccccc2Cl)C(Cl)(Cl)Cl)c1 (configuration not stated)

# Other compounds
HePTP inh | BAP1 block | SMILES
3 | 95 | CCCOC(=O)c1ccc2c(c1)C(=O)N(c1ccccc1)C2=O
0 | . | O=C1C(=O)N(c2cccc([N+](=O)[O-])c2)C(c2ccccc2Cl)/C1=C(/O)c1ccccc1 (configuration not stated)
-3 | 97 | COCCCNC(=O)c1ccc(CS(=O)(=O)c2ccc(Br)cc2)o1
5 | 87 | CC(C)CC1(C)NC(=O)N(CCN2C(=O)c3ccccc3C2=O)C1=O (configuration not stated)
6 | 90 | COc1cccc(CNC(=O)C2CCN(S(=O)(=O)N3CCCCC3)CC2)c1
-6 | . | COc1cc(NC(=O)CCCOc2ccc(Cl)cc2Cl)c(OC)cc1Cl
3 | . | O=C(O)CCCN1C(=O)C(=O)/C(=C(/O)c2ccccc2)C1c1cccc([N+](=O)[O-])c1 (configuration not stated)
-11 | . | O=C(NCc1ccc(Cl)cc1Cl)C(=O)N/N=C/c1ccccc1F
-5 | . | C=C(C)Cn1c(-c2ccc(OC)c(OC)c2)n[nH]c1=S
6 | 91 | O=C(c1cccc(F)c1)N1CCN(c2cccc(Cl)c2)CC1
-3 | 68 | CN(C)S(=O)(=O)c1ccc(S(=O)(=O)N(Cc2ccco2)Cc2ccccc2Cl)cc1
6 | . | Cc1ccc(NC(=O)CCOc2ccccc2)c(C)c1
5 | . | C=CCN1C(=O)/C(=C/c2ccc(Cl)cc2)C(=O)NC1=S
6 | 84 | CC1(C)C(=O)C2(CCCCC2)C(=O)OC1c1ccc(O)cc1 (configuration not stated)
7 | 83 | COC(=O)c1sc(=S)n(-c2cc(F)ccc2F)c1N
1 | . | COc1ccc(-c2noc(Cc3ccc(Cl)cc3)n2)cc1OC
10 | . | CCCN(CCC)C(=O)c1ccccc1NC(=O)c1cccs1
-9 | 817 | CC(NC(=O)OC(C)(C)C)C(=O)Oc1ccc2ccc(=O)oc2c1 (configuration not stated)
-13 | . | O=C1c2ccccc2CCC1C(O)c1ccccn1 (configuration not stated)
-18 | . | CCOC(=O)CC1(C)NN=C(c2ccccc2)S1 (configuration not stated)
8 | . | CCOC(=O)C1=C(c2ccccc2)N=c2s/c(=C\c3cccnc3)c(=O)n2C1c1cc(OC)ccc1OC (configuration not stated)
-6 | . | COC(=O)COc1ccc(C=C2C(=O)NC(=S)NC2=O)cc1OC
0 | . | O=C(NC(Nc1ccc(F)cc1)C(Cl)(Cl)Cl)c1ccco1 (configuration not stated)
4 | 75 | CCOc1ccc(Nc2nc(Cc3nnc(SCC(=O)NCc4ccco4)n3CC)cs2)cc1
-7 | 77 | Cn1nc(C(=O)NCc2ccccc2)c2ccccc2c1=O
9 | . | COc1ccc(S(=O)(=O)Nc2ccc(F)cc2F)cc1
1 | . | Cn1c(=O)n(C)c2cc3[nH]c(C(F)(F)F)nc3cc21
0 | . | O=C(c1cnn2c1NC(c1cccs1)CC2C(F)(F)F)N1CCN(C(c2ccccc2)c2ccccc2)CC1 (configuration not stated)
-3 | . | COc1ccc(OC)c(NC(=O)CN(c2cccc([N+](=O)[O-])c2)S(=O)(=O)c2ccccc2)c1
7&-7 | . | CCOc1ccc(OCC)c(S(=O)(=O)NCCCN2CCOCC2)c1
-2 | 91 | O=C1CC(c2ccco2)c2ccc3ccccc3c2N1 (configuration not stated)
-9 | 121 | O=C(Nc1ccc(Cl)cc1C(=O)NCCN1CCOCC1)c1ccco1
6 | 105 | CCn1nccc1C(=O)Nc1ccc(Cl)cc1Cl
6 | 91 | O=C(CCN1C(=O)COc2ccccc21)NCc1cccnc1
3 | 102 | CCOC(=O)c1cccc(NC(=O)C(NS(=O)(=O)c2ccc3c(c2)CCN3C(C)=O)C(C)C)c1 (configuration not stated)
8 | . | CCC(Nc1ccc(Br)cc1)C(=O)N/N=C/c1ccc(Cl)cc1Cl (configuration not stated)
13 | 103 | CCC1=[N+]([O-])C(C)(/C(C)=N\O)N(O)C1(C)C (configuration not stated)
9 | . | N/C(=N\OC(=O)Cc1ccc(Cl)cc1)c1ccncc1
. | 83 | COc1ccc(N=c2oc3cc(OC(C)=O)ccc3cc2C(=O)NC(C)=O)cc1
3 | . | CN(CCOc1ccc(Cl)cc1)c1ccc(S(=O)(=O)N2CCCCC2)cn1
8 | 130 | Cc1ccc2nc(SCC(=O)Nc3cc(C)on3)[nH]c2c1
. | 90 | N#C/C(=C\c1ccc(O)c(O)c1)C(=O)c1ccc(O)c(O)c1
6 | . | C=CC(=O)NC(NC(=O)C=C)c1ccc(F)cc1
-4 | 107 | CCn1c(C)c(CCC(=O)O)c(=O)n2nc(-c3ccccc3OC)cc12
0 | 89 | CCOC(=O)COc1ccc(-c2nnc(-c3ccccc3)o2)cc1
2 | 70 | O=C(NCc1nc2ccccc2[nH]1)c1ccc(Cl)c(S(=O)(=O)N2CCCC2)c1
-10 | . | COCP(=O)(c1ccccc1)c1ccccc1
5 | . | CCOC(=O)c1c(NC(=O)CCN2CCN(C)CC2)sc2c1CCCC2
-7 | . | CCOc1ccccc1N=Cc1c(O)n(C)c(=O)n(C)c1=O
3 | 296 | COc1cc(OC)cc(C(=O)Nc2cc3nn(-c4ccc(C)cc4)nc3cc2C)c1

# Random excerpt: five compounds from above.
HePTP inh | BAP1 block | SMILES
7&-7 | . | CCOc1ccc(OCC)c(S(=O)(=O)NCCCN2CCOCC2)c1
-2 | 91 | O=C1CC(c2ccco2)c2ccc3ccccc3c2N1 (configuration not stated)
-4 | 107 | CCn1c(C)c(CCC(=O)O)c(=O)n2nc(-c3ccccc3OC)cc12
9 | . | N/C(=N\OC(=O)Cc1ccc(Cl)cc1)c1ccncc1
8 | 130 | Cc1ccc2nc(SCC(=O)Nc3cc(C)on3)[nH]c2c1

# The listing continues:
HePTP inh | BAP1 block | SMILES
13 | 98 | Cc1nc2cc(C(=O)O)ccc2n1-c1ccc(F)cc1F
-13 | . | O=C(NC(=S)Nc1ccc(Cl)cc1)c1ccc([N+](=O)[O-])cc1
6 | . | COc1ccccc1NC(=O)C1=C(C)NC(=S)NC1c1ccccc1Br (configuration not stated)
-2 | . | COc1ccc(-c2cc(O)c3c(C)oc(C)c3c(=O)c2)cc1OC
. | 374 | COc1ccc(-n2nnnc2SCc2ccc(Cl)cc2)cc1
12 | . | COc1ccc(C(=O)c2ccc(OC)cc2)cc1
4 | 251 | COc1ccc2c(c1)c1ccccc1n2C
0 | 101 | Nc1nnc(SCc2cccnc2)s1
1 | . | CCCCOc1ccc(NC(=O)CSCC(=O)Nc2ccc3ccccc3c2)cc1
-32 | . | C/C(=N\NC(=O)C(O)(c1ccccc1)c1ccccc1)c1ccc(Cl)s1
7 | . | O=C(Nc1ccccc1C(=O)Nc1ccncc1)c1cccs1
6 | . | O=C(CCC1C(=O)OCN1C(=O)OCc1ccccc1)ONc1ccc([N+](=O)[O-])cc1 (configuration not stated)
-5&7 | 102 | COc1cc(CC(=O)O)c(C(C)=O)cc1OC
-3 | 92 | CCNC(=O)NC(=O)COC(=O)CCCSc1nc2ccccc2[nH]1
-10 | . | COc1ccc(/C=C/C(=O)Nc2cc(C(F)(F)F)ccc2Cl)cc1
